# proCasp3 act – activators of human procaspase-3 D3A mutant, primary screen, biochemical, absorbance, PC-3 D3A mutant, single concentration; Caspase-3 (Homo sapiens), P42574; recombinant procaspase-3 D3A, Ac-DEVD-pNA absorbance 405 nm; activation, % at 8.5 µM; hit rate 0.11% among 330,000;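 active = activation above the mean of all tested compounds plus 3 SD, cut at about 21% in these data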;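 note: 0% = DMSO alone and 100% = DMSO wells spiked with extra 5 µM PC-3 D3A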
# Target sequence (P42574 whole entry D9A/D28A/D175A): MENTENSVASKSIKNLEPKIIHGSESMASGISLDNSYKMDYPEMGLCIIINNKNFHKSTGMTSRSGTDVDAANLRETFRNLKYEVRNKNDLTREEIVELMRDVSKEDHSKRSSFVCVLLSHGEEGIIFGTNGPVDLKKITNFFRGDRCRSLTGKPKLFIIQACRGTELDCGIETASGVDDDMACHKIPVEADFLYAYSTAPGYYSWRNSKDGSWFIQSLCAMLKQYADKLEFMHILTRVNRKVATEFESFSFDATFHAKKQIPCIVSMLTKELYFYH
#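 material = Procaspase-3 D3A mutant | probe or stimulus = Ac-DEVD-pNA | compound = single dose, 8.5 µM nominal compound, 0.8% DMSO | timing = 1 h preincubation, 2 h reaction | measured by = 405 nm absorbance of p-nitroaniline, reads at 0 and 120 min | benchmarks = DMSO-only low control, 5 µM PC-3 D3A high control | repeats = singlicate, each compound tested once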
# RPL19A TOR yeast – RPL19A-GFP expression modulators in yeast, primary screen, cell-based, S. cerevisiae, multiplex flow cytometry, MLPCN; S. cerevisiae RPL19A-GFP strain, 3 h; active compounds read low; percent response vs DMSO, % at 10 µM; hit rate 0.3% among 330,000; AID 2025, 2009;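 active = percent response vs DMSO below 50%; inconclusive = fewer than 70 events counted for the yeast strain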;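 note: median channel GFP fluorescence of the barcoded RPL19A-GFP strain; ratio of sample median GFP to plate DMSO average so 100% = DMSO; lower means less RPL19A-GFP as with rapamycin TOR inhibition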
# GASC-1 inh – inhibitors of GASC-1 histone demethylase, primary screen, biochemical, fluorescence, DELFIA europium. GST-JMJD2C(1-420) H3K9me3 demethylation. Lysine-specific demethylase 4C (Homo sapiens), Q9H3R0. hit rate 0.069% among 330,000. inhibition, % at 2.35 µM;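 active = more than half of a compound's replicate wells show inhibition beyond 50%, single wells judged on their own value; inconclusive = some, but no more than half, of replicates pass 50% inhibition; inactive = no replicate passes 50% inhibition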;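 note: signal counts dimethyl H3K9 product captured on neutravidin plate; 0% = median of DMSO wells and 100% = 0.3 times that DMSO median; strong numbers were not always called active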
# Target sequence (Q9H3R0 1-420 limits assumed): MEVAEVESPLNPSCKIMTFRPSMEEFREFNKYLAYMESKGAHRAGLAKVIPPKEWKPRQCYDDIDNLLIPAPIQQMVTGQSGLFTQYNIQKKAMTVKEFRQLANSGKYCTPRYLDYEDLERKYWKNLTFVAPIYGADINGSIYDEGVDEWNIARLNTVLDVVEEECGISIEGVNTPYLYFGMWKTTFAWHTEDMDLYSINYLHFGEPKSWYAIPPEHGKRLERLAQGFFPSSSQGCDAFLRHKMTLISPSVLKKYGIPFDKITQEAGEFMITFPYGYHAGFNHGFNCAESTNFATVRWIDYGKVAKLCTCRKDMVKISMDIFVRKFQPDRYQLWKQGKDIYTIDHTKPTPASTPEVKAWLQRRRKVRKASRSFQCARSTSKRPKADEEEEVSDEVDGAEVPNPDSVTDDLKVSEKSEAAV
# AHR act – AHR activators, primary screen, cell-based, luminescence, luciferase reporter, human. Aryl hydrocarbon receptor (Homo sapiens), P35869. AHR-responsive luciferase reporter cells. activation, % at 5 µM. hit rate 2.5% among 320,000; in the data active = activation above about 47%;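 note: 0% = vehicle wells and 100% = reference agonist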
# MEP2 TOR yeast – modulators of MEP2-GFP levels in yeast, primary screen, S. cerevisiae, multiplex flow cytometry, MLPCN library. S. cerevisiae MEP2-GFP strain, 3 h; 100% = DMSO control level. GFP response vs DMSO, % at 10 µM. hit rate 0.51% among 330,000;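 active = GFP response versus DMSO above a set limit, roughly screen mean plus 3 SD, cut at about 180% in these data; inconclusive = fewer than 70 cells counted for a yeast strain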;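 note: median GFP fluorescence of the barcode-gated MEP2-GFP cells per well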
# LAP4-GFP MLPCN – modulators of LAP4-GFP expression in yeast, primary screen, S. cerevisiae, multiplex flow cytometry, MLPCN library; 3 h; median GFP as percent of DMSO wells; GFP response vs DMSO, % at 10 µM; hit rate 0.34% among 320,000; AID 2023, 2009;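 active = GFP response vs DMSO above a set limit, about the screen mean plus 3 SD, cut at about 150% in these data; inconclusive = under 70 cell events counted for the yeast strain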
# procasp7 counter – procaspase-7 activators, primary screen, counter-screen for procaspase-3 activator project, biochemical, absorbance, HTS, human. Caspase-7 (Homo sapiens), P55210. recombinant procaspase-7, Ac-DEVD-pNA absorbance 405 nm; D23A/D198A/D206A triple mutant, cannot self-cleave; scale: DMSO 0, 5 µM enzyme 100. activation, % at 8.5 µM. hit rate 0.093% among 330,000;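 active = percent activation above the screen-wide mean plus 3 SD, cut at about 25% in these data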
# Target sequence (P55210 whole entry D23A/D198A/D206A): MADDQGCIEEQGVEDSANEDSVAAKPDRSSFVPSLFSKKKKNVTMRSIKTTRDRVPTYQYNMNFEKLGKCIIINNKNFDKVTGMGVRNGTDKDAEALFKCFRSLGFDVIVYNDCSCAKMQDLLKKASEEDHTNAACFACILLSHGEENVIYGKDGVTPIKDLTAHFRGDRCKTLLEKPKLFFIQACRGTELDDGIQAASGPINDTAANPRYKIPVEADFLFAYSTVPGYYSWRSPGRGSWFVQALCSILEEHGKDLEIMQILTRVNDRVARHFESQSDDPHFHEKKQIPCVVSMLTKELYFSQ
#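 signal = Epi-absorbance of released pNA at 405 nm, two timepoints | assay system = Uncleavable procaspase-7 mutant enzyme | reagent = Ac-DEVD-pNA substrate, 400 µM as added | times = 1 h enzyme–compound preincubation and 2 h substrate reaction, both 25 °C | benchmarks = low DMSO alone, high DMSO plus 5 µM PC-7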
# CR mimetic SO – reduction of superoxide in aged yeast, primary screen, HTS; superoxide response (% of plate mean), % at 10 µM; S. cerevisiae aged cells, superoxide DHE fluorescence; active compounds read low; hit rate 0.18% among 330,000;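 active = superoxide response under a set limit, about three screen SD below normal, cut at about 65% in these data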;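 note: yeast aged for seven days with compound at 30 °C before DHE staining; 100% = average MFI of all compound-treated wells on the plate with controls excluded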
# An asterisk follows results filed as active; ? = inconclusive; · = not tested or not shown. Not a hit list, and some 3.8% of all compounds hit somewhere here.
# Fields: proCasp3 act	RPL19A TOR yeast	GASC-1 inh	AHR act	MEP2 TOR yeast	LAP4-GFP MLPCN	procasp7 counter	CR mimetic SO
COc1ccc(N(C(=O)CNC(=O)c2ccco2)C(C(=O)NC2CCCC2)c2cccnc2)cc1 (stereo unspecified)
  4	103	-42	0	102	89	-3	108
CC(=O)Nc1ccc(NC(=O)C(C)OC(=O)c2ccc(S(=O)(=O)N3CCCCCC3)cc2)cc1 (stereo unspecified)
  3	100	-4	1	108	91	-1	98
Cc1ccc(NS(=O)(=O)c2ccc3[nH]c(=O)[nH]c3c2)cc1
  -3	95	12	1	92	122	8	95
O=C(CCN1c2ccccc2Sc2ccccc21)OCC(=O)N1CCN(C(=O)c2ccco2)CC1
  5	91	19	-2	95	89	2	97
Brc1ccc(/C=N/Nc2ncnc3c2cnn3Cc2ccccc2)cc1
  3	92	0	7	97	91	4	108
COc1ccccc1CNC(=O)COC(=O)Cc1ccc(Br)cc1
  3	103	5	-1	106	94	1	91
CCOc1ccc(NC(=O)CN2C(=O)COc3ccc(S(=O)(=O)N4CCCC4)cc32)cc1
  1	108	-9	3	110	106	12	94
Nc1ncnc(Nc2ccc(S(N)(=O)=O)cc2)n1
  ·	90	3	·	86	68	·	97
O=C(Nc1cccc(-c2nc3ccccc3s2)c1)C1=COCCO1
  -15	97	1	9	98	106	-7	108
CCn1nnnc1SCC(=O)N1CCN(c2ccccc2)CC1
  -8	95	-2	-3	103	110	-3	117
O=C(OCC(=O)N1CCCC1)c1c(Cl)cccc1Cl
  -1	86	-25	36	86	92	-2	104
CCOC(=O)c1sc(NC(=O)Cn2nnc3sc4c(c3c2=O)CCC(C(C)(C)C)C4)nc1C (stereo unspecified)
  7	97	11	2	98	85	5	109
C#CCSc1n[nH]c(-c2ccco2)n1
  -2	101	-16	15	121	100	-1	119
Cc1ccc(C)c(N2CC(C(=O)OCC(=O)Nc3cc(C)on3)CC2=O)c1 (stereo unspecified)
  -1	100	-1	-1	96	99	6	108
C=CCOCCN1C(=O)C2C3C=CC(C2C1=O)C1C2C(=O)N(CCOCC=C)C(=O)C2C31 (stereo unspecified)
  5	104	1	-1	99	99	16	109
CSc1ccccc1NC(=O)CSCc1ccccc1Br
  -7	83	7	1	129	112	-2	88
O=C(/C=C/c1ccccc1Cl)N(Cc1cccs1)C1CCS(=O)(=O)C1 (stereo unspecified)
  -2	99	-1	3	103	107	-1	113
O=S(=O)(CCSc1ccccn1)c1nc2ccccc2s1
  -27	105	17	17	103	123	-44	109
Cc1ccc(CNC(=O)CSc2nc(=O)n3cccc(C)c3n2)cc1
  1	98	-6	-1	102	114	1	108
COC(=O)C(CC(C)C)NC(=O)C(Cc1ccccc1)NC(=O)C1CCCN1C(=O)OC(C)(C)C (stereo unspecified)
  -1	98	7	-1	99	99	0	88
Cc1cccnc1N1C(=O)c2ccc(C(=O)O)cc2C1=O
  6	104	-95	1	102	88	-3	109
CC(C)(C)c1csc(NC(=O)c2ccc(Br)o2)n1
  -11	98	-4	25	97	110	7	108
CC(C)(C)c1csc(Sc2ccc([N+](=O)[O-])cn2)n1
  -9	109	7	-2	111	122	-2	93
CCN(CC)C(=O)CSc1nc2ccccc2c(=O)n1OC(C)C
  0	98	-4	1	98	102	3	99
CCc1ccc(NC(=O)c2cc(S(=O)(=O)N3CCCC3)c[nH]2)cc1
  -5	101	-16	23	103	102	-4	103
Nc1[nH]ncc1-c1ccccc1
  2	102	-19	10	104	94	6	105
COc1ccc(/C(C)=N/NC(=O)c2cc(C)[nH]n2)c(OC)c1
  -1	102	6	10	114	101	3	99
O=C(Nc1ccccc1)C1=C[C@H](C2CC2)C[C@H](OCCCCO)O1
  -4	105	-18	8	97	102	7	102
OCCN1CCN(Cc2cc(Cl)c3cccnc3c2O)CC1
  -4	99	-26	18	95	107	-16	129
CCCN1CCN(CCCNC(=O)Cn2nc(-c3ccccc3)ccc2=O)CC1
  -6	99	-4	1	94	94	15	93
CC(=O)NCc1ccc(-c2csc(NC(=O)CCCc3nc4ccccc4c(=O)[nH]3)n2)cc1
  5	105	3	0	126	106	-16	92
CC(C)c1nccn1CCC(=O)O
  1	100	0	0	104	101	-5	114
COc1cc(OC)cc(C(=O)N2CCN=C2SCc2cccnc2)c1
  -3	102	1	4	107	102	-1	98
CN(CC(=O)Nc1ccc(F)cc1)CC(=O)Nc1ccc(F)c(F)c1F
  1	105	5	1	110	95	-3	103
O=S(=O)(c1ccc(Cl)cc1Br)N1CCCCC1
  6	95	?	2	93	99	-5	78
COc1ccc(NC(=O)CC2S/C(=N\c3nccs3)N(C)C2=O)cc1 (stereo unspecified)
  3	103	-30	1	94	93	-1	85
O=C(c1ccc2ccccc2c1)c1c[nH]cc1-c1ccccc1
  3	96	4	7	96	98	7	111
CCc1cccc(CC)c1NC(=O)CN1CCN(c2ccccc2)CC1
  5	106	-1	-1	116	114	-1	109
O=C(c1ccccc1)c1ccc(OCC(O)CN2CCN(Cc3ccccc3)CC2)cc1 (stereo unspecified)
  -10	94	1	14	109	104	2	84
Cc1ccc(/C=N/NC(=O)CNC(=O)COc2ccccc2)o1
  -8	106	-18	6	104	96	-4	92
CC1(C)CC(NC(=O)COc2ccc([N+](=O)[O-])cc2)CC(C)(C)N1
  -3	99	-17	0	109	103	-3	94
O=S(=O)(NCc1csc(-c2cccnc2)n1)c1ccc(Br)cc1
  4	97	3	12	98	95	-11	105
COc1ccc(-c2nn(-c3ccccc3)cc2C#N)cc1
  5	99	-8	-1	114	114	4	96
CCC(CO)NCc1ccc(OCC(=O)Nc2cccc(C(F)(F)F)c2)c(OC)c1 (stereo unspecified)
  -3	107	20	2	110	100	1	118
O=C(CN(Cc1ccco1)C(=O)c1ccc([N+](=O)[O-])cc1)Nc1ccccc1C(F)(F)F
  4	106	0	-2	104	112	-5	106
C/C(=N\O)c1c(C)c2ccccc2n1C
  2	95	116	6	105	97	-1	102
CCC(C(=O)O)n1c(C(F)(F)F)nc2ccccc21 (stereo unspecified)
  8	105	23	1	110	106	3	99
COc1ccc(C2N(C(C)=O)CCN2S(=O)(=O)c2ccc(C)cc2)cc1 (stereo unspecified)
  -1	105	2	9	104	91	5	112
NC(=O)c1ccccc1NC(=O)CC1(CC(=O)O)CCCC1
  -2	96	2	-1	107	93	0	102
Cc1[nH]n(-c2ccccc2)c(=O)c1/C=N/N(c1ccccc1)c1ccccc1
  1	99	8	2	103	103	1	89
Cc1cccc(C)c1NC(=O)C(c1ccccc1)N1CCN(C(=O)c2ccco2)CC1 (stereo unspecified)
  2	101	-7	1	97	103	5	104
O=C(Cn1nnc2ccccc21)c1ccc([N+](=O)[O-])cc1
  4	103	5	2	99	107	9	85
O=C(OCCCOc1ccc(F)cc1)c1ccc(O)cc1O
  2	110	-14	-7	103	120	3	107
Cc1ccc(C(=O)N/N=C\c2cc3c(cc2Br)OCO3)cn1
  6	102	14	8	107	103	7	112
CCOc1ccc(OCC)c(S(=O)(=O)N2CCCCC2)c1
  16	102	5	5	94	95	-2	102
Fc1ccc(C[n+]2csc3ccccc32)cc1
  -26	94	-5	7	106	124	-32	102
O=C1CC(N2CCOCC2)C(=O)N1c1ccccc1Cl (stereo unspecified)
  0	98	-1	0	89	99	4	99
O=C(Cn1ccn(-c2ccc(F)c(Cl)c2)c(=O)c1=O)NCCc1ccccc1
  0	98	21	0	97	100	3	99
CCC1CCCCN1CCCNC(=O)C1CCN(c2ncnc3c2nc2n3CCCCC2)CC1 (stereo unspecified)
  10	101	-2	2	103	100	-13	97
O=C(Cc1nc2ccccc2[nH]1)c1ccc(Br)cc1
  4	97	5	8	103	110	7	108

# Record cards (already shown):
# `CC(C)c1nccn1CCC(=O)O` is listed with proCasp3 act = 1; RPL19A TOR yeast = 100; GASC-1 inh = 0; AHR act = 0; MEP2 TOR yeast = 104; LAP4-GFP MLPCN = 101; procasp7 counter = -5; CR mimetic SO = 114
# `CSc1ccccc1NC(=O)CSCc1ccccc1Br` is listed with proCasp3 act = -7; RPL19A TOR yeast = 83; GASC-1 inh = 7; AHR act = 1; MEP2 TOR yeast = 129; LAP4-GFP MLPCN = 112; procasp7 counter = -2; CR mimetic SO = 88

# Following part
# Fields: proCasp3 act	RPL19A TOR yeast	GASC-1 inh	AHR act	MEP2 TOR yeast	LAP4-GFP MLPCN	procasp7 counter	CR mimetic SO
CC1CC(C)CN(CC(O)COCc2ccccc2)C1 (stereo unspecified)
  2	98	23	-1	100	87	-6	106
Cc1c(O)cc2n(c1=O)-c1ccc(Cl)cc1C2(C)C
  -2	106	2	-1	99	115	-1	99
COCCOC(=O)C1=C(C)Nc2ncnn2C1c1ccco1 (stereo unspecified)
  -3	92	6	2	95	98	10	93
Cc1ccc(-c2nn3cnnc3c3ccccc23)cc1C
  -2	99	·	2	103	106	1	89
CCOC(=O)C1=C(C)NC(=S)NC1c1ccc(C)s1 (stereo unspecified)
  1	96	6	-1	92	98	-7	101
COc1ccc(N(CC(=O)Nc2ccc3c(c2)OCCO3)S(=O)(=O)c2c(C)nn(C)c2C)cc1
  9	99	22	2	104	101	8	103
COC(=O)Cc1c(O)ccn(C2CC2)c1=O
  4	104	13	-1	104	91	8	108
O=C(C1CCN(Cc2ccccc2)CC1)N1CCN(C/C=C/c2ccccc2)CC1
  -7	105	63	3	99	98	3	101
Nn1c(SCC(=O)Nc2c(Cl)cccc2Cl)nncc1=O
  -8	101	-6	-2	108	108	13	81
CC1=CCC2(CO)COC(c3ccccc3O)C1C2 (stereo unspecified)
  4	94	2	-1	94	104	3	72
CN(C)c1nc(Cl)nc(N(C#N)CCOc2ccccc2)n1
  0	99	-9	-2	97	99	4	86
CN(C)c1nc(=NCc2ccco2)ss1
  -21	99	7	-1	101	114	-23	89
CCOC(=O)c1c(C)nc2c(c1-c1ccc(OC)cc1)C(=O)CC(C)(C)C2
  -14	98	-1	1	100	94	9	101
Cc1c(O)ccc(C(=O)CN2C(=O)c3ccccc3C2=O)c1O
  -1	105	-6	5	125	116	4	110
N=c1c(S(=O)(=O)c2ccc(Cl)cc2)cc2c(=O)n3ccccc3nc2n1CCc1ccccc1
  -5	96	-4	-6	95	94	-3	99
CC1=NN(C(=O)c2ccc(Br)cc2)C(O)(c2ccccc2)C1 (stereo unspecified)
  13	108	-1	6	109	95	2	116
O=C(CSc1ccc(Cl)cc1)NC(=O)NCc1ccco1
  -5	99	-15	2	114	94	-1	107
Nc1ccn(Cc2cccc(F)c2)n1
  1	96	-2	-1	93	98	8	108
O=C(NC(=S)Nc1ccc(Cc2ccncc2)cc1)c1ccccc1F
  1	95	0	-7	105	97	-12	106

# Bioassay records deposited in PubChem BioAssay by several laboratories.
